# Source: PubChem BioAssay (several laboratories)
# UTI89 phage lysis – inhibition of K1F phage lysis, E. coli UTI89, bacterial capsule biogenesis inhibitors, alamar blue (AID 488966); E. coli UTI89 K1F phage lysis, alamar blue, 2 h; higher % means a stronger effect; inhibition, % at 100 µM, or IC50 in µM where a hit was titrated; 340,000 tested, 0.02% active;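 active = phage lysis inhibition, versus mean bacterial control, above a set limit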;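 note: capsule biogenesis inhibitors block K1F phage lysis so surviving cells raise fluorescence; higher fluorescence means more inhibition of phage lysis; actives were called in the ten point dose series up to 300 µM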
# NS5 inhibitors – flavivirus cap methylation enzyme inhibition – biochemical, confirmation dose response, primary screen (AID 588689); 340,000 tested, 0.3% active; one-dose inhibition, % at 25 µM; IC50 in µM for titrated hits; Dengue-2 NS5 methyltransferase capping enzyme assay, biochemical; higher % means a stronger effect; in the data active = a potency from the dose series
# Rac1 GTP hydrolysis – MgcRacGAP GTPase-activating activity inhibitors, confirmation, biochemical, ADP Hunter fluorescence | MgcRacGAP-stimulated Rac1 GTP hydrolysis, ADP Hunter fluorescence; higher % means a stronger effect; GST-tagged Rac1 F28L mutant substrate | 340,000 tested, 0.6% active | one-dose inhibition, % at 30 µM; IC50 in µM for titrated hits;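 active = first-screen hits whose inhibition reached a set limit at any dose in the follow-up dose series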;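 note: fluorescence reports GDP produced by GAP-driven GTP hydrolysis; strong numbers were not always called active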
# Large T inhibition – TAg ATPase/helicase activity blockers – biochemical (AID 1903); 310,000 tested, 0.39% active; inhibition, % at 20 µM; hits with a dose series show IC50 in µM; SV40 large T antigen ATPase/helicase inhibition assay; higher % means a stronger effect; in the data active = a potency from the dose series; note: strong numbers were not always called active
# RSV antiviral HEp-2 – RSV antiviral activity via CPE protection, HEp-2 cells, primary 10 µM value included (AID 2391) | 310,000 tested, 0.13% active | CPE inhibition, % at 10 µM; hits with a dose series show IC50 in µM | HEp-2 cells, RSV-induced CPE inhibition; higher % means a stronger effect; in the data active = a potency from the dose series; note: strong numbers were not always called active
# GPR55 LPI antagonism – GPR55 antagonists blocking LPI-driven arrestin recruitment, primary screen, imaging, U2OS, beta-arrestin-GFP, LPI agonist (AID 2013); U2OS GPR55 beta-arrestin-GFP translocation imaging, LPI antagonism; higher % means a stronger effect; inhibition, % at 10 µM, or IC50 in µM where a hit was titrated; 290,000 tested, 0.13% active;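 active = spots per cell inhibited over 60%, with over 100 cells counted and total cytoplasm intensity under 500,000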;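 note: U2OS cells stably carrying GPR55 and arrestin-GFP stimulated by 5 µM LPI near EC80; imaged beta-arrestin-GFP aggregate spots per cell after agonist stimulation; plate controls were LPI-stimulated DMSO wells for no effect and DMSO wells without LPI for full effect; some results filed as inactive read as strong as hits; confirmed hits need IC50 under 10 µM and bright autofluorescent wells are also inconclusive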
# HIV fusion peptide – cell-free HIV fusion peptide-binding blockers – biochemical, uHTS, fluorescence dequenching, primary screen (AID 1986) | 290,000 tested, 0.3% active | cell-free peptide binding, fluorescence dequenching, 30 min; higher % means a stronger effect | one-dose inhibition, % at 20 µM; IC50 in µM for titrated hits; in the data active = inhibition mostly above about 52%, no sharp cut-off; inactive = mostly below about 76%; note: some results filed as inactive read as strong as hits
# PhoP inhibition – inhibitors of PhoP regulon expression, primary screen, Salmonella Typhimurium, GFP reporter (AID 1863); S. Typhimurium PhoP-regulated promoter GFP reporter, 4 h; higher % means a stronger effect; one-dose inhibition, % at 50 µM; IC50 in µM for titrated hits; 300,000 tested, 0.16% active;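 active = inhibition over 29.93%, a cutoff 3 SD above the screen mean, later confirmed by dose response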;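 note: 0% = low Mg2+ inducing control and 100% = high Mg2+ repressing control; strong numbers were not always called active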
# GPR35 antagonists – inhibition of zaprinast-stimulated GPR35 beta-arrestin translocation – imaging, U2OS, beta-arrestin-GFP, zaprinast agonist, primary screen (AID 2058); U2OS GPR35 beta-arrestin-GFP translocation imaging, zaprinast antagonism; higher % means a stronger effect; one-dose inhibition, % at 10 µM; IC50 in µM for titrated hits; 290,000 tested, 0.052% active;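 active = inhibition of at least 50% with at least 30 cells and total cytoplasm GFP at most 10,000,000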
# NS5 inhibitors pilot replicate – second read-out of NS5 inhibitors, no call of its own (marks repeat the call); inhibition, %; measured here: pilot screen replicate inhibition
# An asterisk follows results filed as active; nt = no result given; [ ] = another dose, or the depositor's remark.
SMILES,UTI89 phage lysis,NS5 inhibitors,Rac1 GTP hydrolysis,Large T inhibition,RSV antiviral HEp-2,GPR55 LPI antagonism,HIV fusion peptide,PhoP inhibition,GPR35 antagonists,others
O=C(NCC(O)c1ccc([N+](=O)[O-])cc1)c1cccc(S(=O)(=O)N2CCCC2)c1 (centres undefined),1.5%,1%,2%,6%,-1.1%,5%,-0.9%,3%,12%,
CC(C)CC(=O)Nc1ccccc1N1CCOCC1,0.8%,-6%,4%,0%,0.2%,-3%,-0.4%,-10%,-9%,
Nc1c(C(=O)N2CCCC2)sc2nc(-c3ccccc3)ccc12,0.3%,13%,6%,10%,1.5%,-12%,0.5%,-1%,3%,
COc1ccc(C2C=C(c3ccc(Cl)cc3)Nc3nc(NC(C)=O)nn32)cc1 (centres undefined),nt,nt,nt,12%,5.0%,9%,0.5%,16%,-3%,
Cc1cccc(Cn2c(N3CCN(c4ccccc4)CC3)nc3c2c(=O)n(C)c(=O)n3C)c1,-0.2%,-8%,10%,13%,15%,6%,-2.8%,19%,3%,
COc1ccc(CCNC(=O)CN2CCN(Cc3ccccc3F)C2=O)cc1OC,3.4%[50 µM],-8%,0%,18%,1.2%,-6%,-2.2%,-1%,-6%,
O=C1NCCN(Cc2cccc(Oc3ccccc3)c2)C1CC(=O)N1CCCCC1 (centres undefined),-0.4%[50 µM],0%,8%,24%,-0.4%,-26%,-0.1%,-5%,2%,
COc1ccc(OC)c(/C=N/NC(=O)c2csc3ccccc23)c1,0.6%,2%,5%,-1%,1.6%,9%,-1.7%,-4%,10%,
COc1ccc(CN(C#N)c2nc(SC)nc(N(C)C)n2)cc1,-0.1%,0%,8%,-1%,9.3%,-9%,2.0%,1%,-5%,
CC(=O)c1ccc(NC(=O)CSc2ccc(-c3sc(C)nc3C)nn2)cc1,-0.1%,-3%,4%,0%,0.1%,6%,0.2%,3%,-2%,
Cn1ncc(N2CCN(C(=O)c3ccc(Cl)cc3)CC2)c(Cl)c1=O,-0.2%,-1%,1%,10%,0.7%,-2%,-1.4%,-4%,-2%,
O=C(Cc1ccccc1[N+](=O)[O-])Nc1cccc(S(=O)(=O)NC2=NCCCCC2)c1,-0.6%,-3%,11%,5%,-0.4%,nt,nt,-3%,nt,
Cc1ccc(C2CCN(C(=S)Nc3cccc(C)c3)C2)cc1 (centres undefined),1.2%,2%,2%,6%,2.6%,-4%,0.6%,-6%,-2%,
N#CCSc1nnc(Cc2cccc3ccccc23)n1C1CCCCC1,1.1%,2%,-13%,7%,5.8%,4%,0.3%,4%,-7%,
CCC1CCCCN1C(=O)N[C@@H](Cc1ccccc1)C(=O)O (some centres undefined),5.5%,-1%,6%,1%,1.9%,-6%,11%,5%,7%,
CN(C(=O)COC(=O)c1ccc(-c2ccc(O)cc2)cc1)C1CCS(=O)(=O)C1 (centres undefined),0.9%[50 µM],5%,14%,3%,-1.6%,-10%,-0.3%,-3%,-2%,
CCc1nnc(SCC(=O)N2CCCc3ccccc32)nc1CC,-0.1%,1%,5%,3%,4.4%,8%,-1.5%,2%,-19%,
COCCN(CCOC)S(=O)(=O)c1ccc(/C(O)=C(\C#N)c2nc3ccccc3[nH]2)cc1,1.7%,-7%,6%,3%,0.8%,18%,-2.2%,-8%,18%,
CC(C)(C)NC(=O)C(c1ccco1)N(C(=O)c1ccc(CN2CCOCC2)o1)c1ccccc1 (centres undefined),0.2%,-2%,3%,-1%,0.7%,25%,-2.2%,-12%,3%,
O=C(O)c1ccc(-c2sc(Nc3ccccc3)n[n+]2-c2ccccc2)cc1,-1.5%,-6%,0%,18%,6.3%,-4%,3.1%,-12%,-5%,
COc1cc(C(=O)Nc2ccc(F)cc2Cl)ccc1OCC(=O)N1CCOCC1,1.2%[50 µM],-8%,3%,9%,-1.0%,nt,nt,-2%,nt,
COc1cccc(CNC(=O)C2CCN(S(=O)(=O)c3ccc4c(c3)NC(=O)C(C)S4)CC2)c1 (centres undefined),0.5%,-3%,6%,-13%,0.6%,8%,1.7%,-6%,-12%,
CCCC(c1nnnn1C1CCCC1)N1CCN(C(=O)c2ccco2)CC1 (centres undefined),0.6%,1%,10%,4%,0.2%,12%,-0.1%,6%,7%,
CC1CCc2c(sc3ncn(N)c(=N)c23)C1 (centres undefined),0.0%,-7%,5%,15%,1.1%,-7%,-1.3%,-1%,-18%,
CC(C)c1ccc(/C=C/C(=O)N2CCCCCC2)cc1,-0.2%,6%,-56%,13%,8.5%,-4%,2.0%,5%,-13%,

# A draw from above in order of number of heavy atoms, descending.
SMILES,UTI89 phage lysis,NS5 inhibitors,Rac1 GTP hydrolysis,Large T inhibition,RSV antiviral HEp-2,GPR55 LPI antagonism,HIV fusion peptide,PhoP inhibition,GPR35 antagonists,others
CN(C(=O)COC(=O)c1ccc(-c2ccc(O)cc2)cc1)C1CCS(=O)(=O)C1 (centres undefined),0.9%[50 µM],5%,14%,3%,-1.6%,-10%,-0.3%,-3%,-2%,
COc1ccc(OC)c(/C=N/NC(=O)c2csc3ccccc23)c1,0.6%,2%,5%,-1%,1.6%,9%,-1.7%,-4%,10%,
COc1ccc(CN(C#N)c2nc(SC)nc(N(C)C)n2)cc1,-0.1%,0%,8%,-1%,9.3%,-9%,2.0%,1%,-5%,

# Back to the main list, repeating the 3 entries before the break.
SMILES,UTI89 phage lysis,NS5 inhibitors,Rac1 GTP hydrolysis,Large T inhibition,RSV antiviral HEp-2,GPR55 LPI antagonism,HIV fusion peptide,PhoP inhibition,GPR35 antagonists,others
CCCC(c1nnnn1C1CCCC1)N1CCN(C(=O)c2ccco2)CC1 (centres undefined),0.6%,1%,10%,4%,0.2%,12%,-0.1%,6%,7%,
CC1CCc2c(sc3ncn(N)c(=N)c23)C1 (centres undefined),0.0%,-7%,5%,15%,1.1%,-7%,-1.3%,-1%,-18%,
CC(C)c1ccc(/C=C/C(=O)N2CCCCCC2)cc1,-0.2%,6%,-56%,13%,8.5%,-4%,2.0%,5%,-13%,
COc1ccccc1Nc1ncccc1[N+](=O)[O-],0.2%,0%,17%,8%,1.2%,0%,-2.3%,1%,4%,
CCOC(=O)C1=C(C)OC(N)=C(C#N)C1C1CCCCC1 (centres undefined),0.1%,1%,11%,3%,1.3%,2%,4.2%,2%,15%,
C#CC(CC)(CC)NC(=O)c1c(C)noc1C,-0.5%,-4%,-1%,13%,2.8%,0%,-1.5%,13%,3%,
Fc1ccc(C2=Nn3c(nnc3-c3n[nH]c4c3CCC4)SC2)cc1,0.3%,-7%,4%,4%,1.3%,-4%,-1.7%,0%,-1%,
CCC(C)(C)n1nnnc1C(c1ccc(C)cc1)N1CCN(Cc2cccnc2)CC1 (centres undefined),0.2%,1%,7%,1%,3.2%,2%,4.6%,1%,-3%,
COc1ccc(CN(CCN(C)C)Cc2ccccc2)c(OC)c1,-0.1%,-5%,21%,11%,-2.5%,3%,-1.4%,-5%,-5%,NS5 inhibitors pilot replicate=-4.5
COc1ccccc1N1CCN(C(=O)c2ccccc2Oc2ccccc2)CC1,0.1%,9%,12%,0%,2.7%,15%,-3.0%,7%,15%,
O=C(/C=C/c1ccc(S(=O)(=O)NCc2ccco2)cc1)NCc1ccccc1Cl,0.6%,0%,3%,14%,3.4%,5%,2.8%,3%,-6%,
CC1CC(C)CN(C(=O)COc2ccc(-c3nnco3)cc2)C1 (centres undefined),0.3%,0%,2%,11%,12%,6%,36%,9%,4%,NS5 inhibitors pilot replicate=-1.5
O=C(c1cc2c(s1)CCCC2)N1CCN(c2ccccc2)CC1,0.4%,-1%,10%,8%,4.9%,1%,-1.5%,-7%,17%,
Cn1cc(C(=O)N/N=C/c2ccc([N+](=O)[O-])cc2)c2ccccc21,nt,nt,nt,3%,2.1%,-7%,0.6%,-3%,4%,
S=C(NCC1CCCO1)N1CCN(Cc2ccccc2Cl)CC1 (centres undefined),0.6%,-11%,2%,2%,0.7%,4%,-1.8%,-2%,-6%,
CCN(CC)C(=S)NC(=O)c1ccc(Cl)cc1Cl,3.9%,1%,7%,8%,2.4%,4%,-0.5%,3%,5%,
COc1ccc(N2CCN(C(=O)NCc3ccc(OC)c(OC)c3)CC2)cc1,0.3%,-4%,23%,35%,1.4%,-9%,0.5%,-4%,13%,
O=C(NCC(c1cccnc1)N1CCN(c2ccccc2)CC1)OCc1ccccc1 (centres undefined),-0.1%,-6%,7%,8%,0.5%,2%,-2.0%,-5%,-6%,
Cc1ccc(S(=O)(=O)NCc2ccc(N3CCN(C(=O)OC(C)(C)C)CC3)cc2)cc1,1.6%[50 µM],3%,9%,7%,0.9%,6%,0.6%,5%,-4%,
CCCn1c(SCC(=O)N(C)CC(=O)Nc2ccc(Cl)cc2)n[nH]c1=O,0.0%[50 µM],-2%,4%,nt,1.3%,nt,nt,nt,nt,
COc1ccc2cnnc(SCC(=O)Nc3ccc(C(=O)O)cc3)c2c1OC,0.0%,6%,13%,-4%,2.3%,-10%,4.8%,9%,-2%,
Cn1c(CCc2nc3ccccc3[nH]2)n[nH]c1=S,0.6%,4%,2%,10%,-0.5%,12%,-2.9%,-7%,-4%,
O=C(CSc1ccc2nnc(-c3cccnc3)n2n1)Nc1cccc(F)c1,1.6%[50 µM],1%,9%,7%,1.5%,-7%,-0.9%,1%,-12%,
COc1ccc(NC(=O)c2sc(N)nc2-c2ccccc2)cc1,-0.5%,-12%,-25%,6%,1.8%,-5%,-0.4%,7%,17%,
CCN(CC)C(=O)c1ccc(COc2ccccc2Cl)cc1,3.5%,2%,4%,3%,21%,26%,27%,-4%,14%,
COc1cccc(/C=N/NC(=O)c2cc3cc([N+](=O)[O-])ccc3s2)c1O,0.1%,-2%,5%,14%,-2.4%,-4%,-17%,-5%,nt,
Cc1ccc(S(=O)(=O)c2c(N)n(CCCN(C)C)c3nc4ccccc4nc23)cc1,0.4%,8%,9%,3%,-0.1%,-3%,0.6%,-9%,-1%,
COc1ccc(CNC(=O)CS(=O)Cc2nc(-c3ccccc3C)oc2C)cc1 (centres undefined),-2.3%,-5%,4%,2%,-0.2%,5%,1.7%,-1%,1%,
Cc1cc(C(=O)N/N=C2\CCCC(=O)C2)c(C)n1-c1ccccc1,1.2%[50 µM],2%,2%,10%,2.1%,5%,-0.3%,-14%,12%,
CSCCC(NC=C1C(=O)OC(C)(C)OC1=O)C(=O)O (centres undefined),0.4%,-1%,5%,3%,3.1%,4%,-0.9%,-6%,2%,
O=C(CCCOc1ccc(Cl)cc1Cl)NCC1CCCO1 (centres undefined),0.4%,4%,12%,12%,0.8%,16%,1.2%,4%,-8%,
O=C(/C=C/c1ccccc1)NC(=S)NNC(=O)Cc1cccs1,-13%,0%,6%,32%,2.7%,-16%,6.6%,10%,-1%,
CCN1CCN(CC(=O)Nc2ccc(S(=O)(=O)N3C(C)CCCC3C)cc2)CC1 (centres undefined),0.2%,-6%,9%,-12%,-1.1%,7%,-1.1%,8%,-25%,

# Random draw from the library; overall some 1.5% were active at least once.
